EWS-Fli inh = EWS/Fli transcriptional activity inhibition | A673 NR0B1-luciferase reporter, viability-normalised | inhibition, % at 12.6 µM | 350,000 tested, 0.67% active;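 active means mean inhibition of at least 50% after viability correction, with every replicate also passing that limit; inconclusive means mean reaches 50% but only one of two replicates passes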;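 further: firefly luciferase signal divided by Alamar Blue viability fluorescence both relative to DMSO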
RAD52 inh = blocks human RAD52 DNA annealing; recombinant RAD52 DNA annealing, FRET fluorescence; inhibition, % at 18.7 µM; 360,000 tested, 0.46% active;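 active means every replicate showing at least 50% inhibition; inconclusive means mean inhibition at least 50% but not in every replicate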
Target sequence (P43351 whole entry, looked up): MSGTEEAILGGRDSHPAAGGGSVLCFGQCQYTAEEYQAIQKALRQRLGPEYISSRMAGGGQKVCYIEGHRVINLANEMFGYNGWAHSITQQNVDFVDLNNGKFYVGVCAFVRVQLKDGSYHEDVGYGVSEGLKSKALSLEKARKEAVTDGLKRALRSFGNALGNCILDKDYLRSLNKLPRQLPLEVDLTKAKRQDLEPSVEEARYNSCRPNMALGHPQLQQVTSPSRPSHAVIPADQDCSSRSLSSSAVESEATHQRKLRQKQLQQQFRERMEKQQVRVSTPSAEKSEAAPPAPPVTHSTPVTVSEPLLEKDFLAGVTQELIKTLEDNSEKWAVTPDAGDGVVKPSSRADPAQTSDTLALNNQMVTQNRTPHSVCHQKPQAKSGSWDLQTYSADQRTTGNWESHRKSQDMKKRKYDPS
S100A4 inh HTS = S100A4-myosin IIA interaction inhibition; P26447; S100A4/TAMRA-MyoIIA peptide fluorescence polarization; inhibition, % at 10.7 µM; 360,000 tested, 0.14% active;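 active means mean inhibition of at least 70% across replicates, with every replicate also reaching that level; inconclusive means mean inhibition reaches 70% but some replicates fall short; inactive means mean inhibition below 70%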
Target sequence (P26447 whole entry, looked up): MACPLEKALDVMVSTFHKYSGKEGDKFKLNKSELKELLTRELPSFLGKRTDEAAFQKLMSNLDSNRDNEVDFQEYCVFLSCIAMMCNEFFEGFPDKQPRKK
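Test system: S100A4 monomer protein. Medium: HEPES buffer with Ca2+, pH 7.2. Reagent: fluorescent myosin IIA peptide, 5 nM. Compound dosing: single-point compound testing. Timing: 5 min between mix addition and reading. Benchmarks: DMSO neutral and TFP positive wells.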
RAD54 branch = blocks human RAD54 Holliday junction branch migration; Q92698; FAM/BHQ fluorescence; inhibition, % at 10.4 µM; 360,000 tested, 0.14% active; AID 602329;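 active means mean normalized replicate activity at least 40 and at least half of replicates scoring 40 or more; inconclusive means only one of the two criteria met; inactive means mean below 40 and under half of replicates reaching 40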;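 further: 0% = median of neutral control wells and 100% = median of positive control wells; inhibitors cause a drop in the FAM fluorescence signal; in these data hits start at about 50%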
esBAF inh = SWI/SNF esBAF complex inhibition; mouse ES cells, Bmi1-luciferase knock-in reporter, 24 h; 100% = twice the neutral-well signal; reporter increase, % at 12.5 µM; 350,000 tested, 2% active; in the data active means activation above about 40%; inconclusive means no clear call, values can overlap the other calls;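 further: 0% = median of the plate's neutral control wells and 100% = double that signal; a rise in the Bmi1 reporter signal indicates esBAF inhibition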
FN deposit inh = fibronectin deposition inhibition. AH1F fibroblasts, Alexa488-fibronectin deposition fluorescence, overnight. inhibition, % at 12.6 µM. 350,000 tested, 0.086% active;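 active means mean inhibition across replicates of 30% or more, regardless of how many single replicates reach that level; inconclusive means mean under 30% yet at least half of replicates reach 30%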;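 further: positive control wells lacked labelled fibronectin entirely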
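Test system: AH1F fibroblast monolayer depositing Alexa488-labelled fibronectin into matrix. Input: 10000 cells per well. Technique: fluorescence, ex 485 nm, em 525 nm. Buffer or medium: DMEM plus 2% serum, read in PBS. Timing: 1 h cell adhesion before compound, then overnight fibronectin incubation. Compound: single dose, pinned. Read-out basis: inhibition from reduced deposited-fibronectin fluorescence.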
E-selectin induc = induces E-selectin expression in human endothelial cells; P16581; AID 686992; activation, % at 7.58 µM; HUVEC E-selectin immunofluorescence imaging; normalized: neutral wells 0, TNF-alpha wells 100; 260,000 tested, 0.37% active;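 active means mean E-selectin-positive cell signal at least 10% of the positive control, reached in at least 60% of replicates, without over 20% cell loss; inconclusive means no rule given, readout overlaps actives, possibly toxicity-flagged; inactive means the rest, including those meeting only one limit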;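 further: in these data hits start at about 27%; measured in HUVEC primary endothelial cells; signal is the percent of cells scored E-selectin positive by PE staining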
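Read-out basis: % PE-positive cells; Test system: HUVEC primary endothelial cells; Technique: immunofluorescence imaging; Dosing: single-point compound dose.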
Xi reactivation = X-chromosome reactivation activator | XiGFP mouse fibroblasts, % GFP-positive cells imaging, 3 d; cells co-treated with 5-aza-dC sensitizer; scaled so ellipticine positive control = 100% | activation, % at 7.58 µM | 360,000 tested, 0.055% active | AID 743238;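 active means mean normalized replicate activation at least 10% and every replicate at or above 10%; inconclusive means only one of the two criteria met; inactive means mean below 10% and not all replicates reach 10%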;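 further: 0% = median of on-plate neutral control wells and 100% = ellipticine 6 µM median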
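System: XiGFP fibroblasts, SV40-immortalized. Medium: DMEM plus 5-aza-dC sensitizer. Doses: single point. Timing: 3 d treatment, 15 min room-temperature fixation. Control set: ellipticine 6 µM.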
Active calls of the source: *; i = inactive; ? = inconclusive; · = not tested or not shown; & = joins results of further samples.

Compound	EWS-Fli inh	RAD52 inh	S100A4 inh HTS	RAD54 branch	esBAF inh	FN deposit inh	E-selectin induc	Xi reactivation
COc1ccc(S(=O)(=O)N(C)C[C@@H]2OCCCC[C@@H](C)Oc3ccc(NC(=O)Nc4ccc5c(c4)OCO5)cc3C(=O)N([C@@H](C)CO)C[C@H]2C)cc1	-2	-18	-19	4	6	·	-0.2	-1.1
Cc1ccc(C(=O)Nc2ccccc2)cc1S(=O)(=O)Nc1ccc(Cl)cn1	2	-13	0	·	·	-9	·	0.0
CCN1CCN(C(=O)C2CCN(S(=O)(=O)c3cc(Cl)ccc3Cl)CC2)CC1	-9	-16	-5	14	-4	-3	·	0.0
O=S(=O)(N[C@H]1CC[C@@H](CCNS(=O)(=O)c2ccccc2Cl)O[C@H]1CO)c1ccccc1	1	·	-13	-1	-1	·	-0.1	0.8
COC(C)(C)[C@@H](O)COc1c2ccoc2cc2oc(=O)ccc12	1	-11	0	6	-6	8	-0.2	0.0
Cc1ccc(NC(=O)c2cc(S(=O)(=O)NCCC3=CCCCC3)ccc2F)cc1	15	-5	-7	-7	·	4	·	0.1
COc1ccc([C@@]23Oc4cc(OC)cc(OC)c4[C@]2(O)[C@H](O)[C@H](C(=O)N(C)C)[C@H]3c2ccccc2)cc1	23	3	1	·	·	18	5.0	0.1
O=C(NCc1ccccn1)c1cccc(S(=O)(=O)N2CCc3ccccc32)c1	-1	-6	-60	0	3	-1	-0.4	0.1
COc1ccc2c(c1)CCC1=C2NC(=S)NC1c1ccc(N(C)C)cc1 (stereo not given)	-1	-9	-4	0	0	-1	0.3	-0.2
CCc1nnc(NC(=O)CCN2C(=O)/C(=C/c3cc(OC)c(OC)c(OC)c3)SC2=S)s1	-7	-89	3	-4	-3	1	0.0	0.3
Cc1nn(C)c(C)c1S(=O)(=O)N(CC(=O)NC1CCCCCC1)c1ccc(C(C)C)cc1	-1	-9	1	2	-11	-10	0.5	0.1
O=C(C1=C(O)C(=O)N(c2nccs2)C1c1ccccc1)c1cc2ccccc2o1 (stereo not given)	-61	i	7	-35	·	-1	·	0.2
COc1cccc(Cn2cccc(NC(=O)NCc3ccccc3)c2=O)c1	-5	-25	2	-1	17	24	·	0.2
CCn1ncc(S(=O)(=O)Nc2cc(Cl)ccc2C)c1C	-5	-5	0	-5	·	-1	-3.8	0.1
COC(=O)N1C[C@H](Oc2ncccn2)[C@H]2C[C@@H]1c1ccccc1O2	7	4	-4	·	·	-1	0.2	0.2
O=C(C[C@@H]1C=C[C@@H](NC(=O)Cc2ccccn2)[C@@H](CO)O1)NCCc1ccccc1	-1	-15	-1	·	·	·	0.1	0.2
CCCC(=O)Nc1ccc2c(c1)C(=O)N(C)C[C@H](OC)[C@@H](C)CN(C(=O)c1ccccn1)[C@@H](C)CO2	2	0	-3	5	-17	3	0.3	0.0
Cc1cnc(C(=O)OCC(=O)Nc2ccc(OCc3ccccc3)cc2)cn1	-83	-5	-4	-8	?	·	0.1	0.1
COc1cc(CN2CCN(CCCc3ccccc3)C(CCO)C2)cc(OC)c1O (stereo not given)	16	0	0	4	-9	0	·	0.1
COc1ccc(NC(=S)Nc2ccccc2)cn1	5	-18	-4	·	·	1	-0.9	0.1
CCc1cccc(NC(=O)C2CCCN(S(=O)(=O)c3cccs3)C2)c1 (stereo not given)	17	-14	-8	10	3	-2	0.3	0.2
CC(C)NC(=O)N[C@@H]1CC[C@H](CCNC(=O)C2CCCC2)O[C@@H]1CO	-4	·	·	·	1	-4	-0.5	0.0
O=C1NC(Cc2ccccc2)c2nc3ccccc3c(=O)n2-c2ncccc21 (stereo not given)	6	-14	-2	-2	0	-3	·	0.2
CS(=O)(=O)c1ccc(C(=O)NNC(=O)c2cccs2)cc1	-8	-13	-3	-8	9	0	5.4	0.2
COc1cccc(-c2ccc3c(c2)[C@H]2[C@H](CCN2C(=O)CC2CC2)[C@H](CO)N3C)c1	-6	·	·	7	0	-4	0.6	0.0
COc1ccc(CN2CCC(C(=O)Nc3ccc(Oc4ccccc4)nc3)CC2)cc1F	26	-32	3	-2	1	5	-0.2	-0.2
CC1(C)CC2CC(C)(CN2C(=O)COC(=O)c2cncc(Br)c2)C1 (stereo not given)	-4	-4	-2	-14	3	-4	-0.2	0.1
Cc1cccc(/C=C/c2onc(C)c2S(=O)(=O)N2CCC(C(=O)N3CCC(C)CC3)CC2)c1	6	-13	-4	7	-2	6	·	0.0
COc1ccc(COCC23N=C4SCCCN4[C@H](c4ccccc4O2)[C@H]3COC(=O)c2ccccc2)cc1	3	-23	5	-7	·	·	·	·
CC1(C)C(C#N)=C(N)Oc2c1c(=O)oc1ccccc21	2	-10	-19	·	-2	-1	1.5	0.1
COc1ccccc1COc1ccc2c(C)c(CC(=O)O)c(=O)oc2c1C	-6	-6	-4	-2	-8	4	·	0.2
COc1ccc(Cc2c(Cl)ncnc2Cl)cc1	10	-10	3	·	·	-1	-0.5	0.3
COc1ccc(S(=O)(=O)N2CCCCN3[C@@H](CO)[C@@H](c4ccc(C#CCC(C)C)cc4)[C@@H]3C2)cc1	7	·	·	1	·	·	-0.3	0.1
Cc1ccc(C2=NN(C(=O)CCl)C(c3ccco3)C2)o1 (stereo not given)	49	-25	-2	·	6	3	-0.1	0.1
O=C(CN1CCN(S(=O)(=O)c2cccc(F)c2)CC1)Nc1ccnn1C1CCCC1	2	2	13	·	-3	-6	·	0.0
Cc1ccc(NC(=O)NCCN2CCCCC2)cc1Cl	-3	1	-45	-3	7	8	0.0	0.0
CC(CN1CCCC1)C(=O)NN (stereo not given)	5	-13	-3	-2	-1	5	1.0	0.0
Cc1cc(C)n(CCC(=O)Nc2ccc(-c3ccno3)cc2)n1	·	-56	1	-6	4	5	·	0.0
O=C1NC(=S)S/C1=C/c1ccc(OC(=O)c2ccco2)cc1	3	-40	1	-10	15	-13	·	·
O=C(NC1CCCCC1)N[C@H]1CC[C@@H](CCNS(=O)(=O)c2ccc(F)cc2)O[C@H]1CO	4	-2	-7	-1	6	·	-0.1	0.1
N#C[C@@H]1[C@@H](c2ccccc2C2=CCCCC2)[C@H](CO)N1C(=O)CN1CCOCC1	0	11	6	·	·	-10	0.2	0.0
CCCNC(=O)N1C[C@H](C)[C@H](OC)CN(C)C(=O)c2ccc(NS(=O)(=O)CC(F)(F)F)cc2OC[C@H]1C	-4	·	·	·	-4	-9	0.0	0.2
COc1cc(CNC(=O)c2ccc3oc(C(C)C)nc3c2)cc(OC)c1	-10	-15	-4	0	-1	-11	·	0.1
Cc1noc(C)c1NC(=O)NCC[C@@H]1CC[C@@H](NC(=O)c2ccncc2)[C@@H](CO)O1	-7	-4	6	-5	3	·	0.1	0.7
C[C@H]1CN([C@@H](C)CO)S(=O)(=O)c2ccc(C#Cc3ccncc3)cc2O[C@H]1CN(C)S(=O)(=O)c1ccc(F)cc1	10	-27	8	-6	5	·	·	0.0
CCN(CC)CCn1c2c(c(SCC(=O)Nc3nc4ccc(C)cc4s3)nc1=O)CCC2	3	-1	0	0	-12	2	·	0.1
COc1ccc(NC(=O)COc2ccc(C(=O)c3ccc(F)cc3)cc2)cc1S(N)(=O)=O	-1	-6	2	-2	6	1	-0.1	0.6
Cc1cccc(C(=O)OCC(=O)N2CC(C)CC(C)C2)c1C (stereo not given)	-19	-8	-1	-4	9	-6	-0.1	0.2
CC(Sc1nnc(C2CC2)n1-c1ccccc1)C(=O)N1CCCC1 (stereo not given)	1	-12	-3	9	·	1	·	0.1
Cc1cc(NS(=O)(=O)c2ccc(NC(=S)NC(=O)c3ccccc3)cc2)no1	5	·	·	·	·	0	-0.7	0.0

Next section:
Compound	EWS-Fli inh	RAD52 inh	S100A4 inh HTS	RAD54 branch	esBAF inh	FN deposit inh	E-selectin induc	Xi reactivation
C[C@@H]1CN([C@H](C)CO)C(=O)Cc2cc(NC(=O)CCCCCC(=O)Nc3ccccc3N)ccc2O[C@@H]1CN(C)C(=O)NC1CCCCC1	0	-1	-4	0	-1	-20	0.0	0.0
COc1ccc2[nH]c3c(c2c1)CCN1C(=O)C(CC(=O)NCc2ccc(OC)c(OC)c2)C[C@H](C(=O)N2CCCCC2)[C@@]31CCc1ccccc1 (stereo not given in full)	15	2	4	1	11	-5	-0.2	0.1
CC(=O)NC(Cc1ccccc1C)C(=O)NC1CCN(c2c3c(nc4ncnn24)CCC3)CC1 (stereo not given)	-2	-12	3	·	·	-9	·	0.4
CCOc1ccccc1NC(=O)c1ccc2c(c1)C(=O)N(CC)C2=O	-2	-12	4	-6	2	8	0.8	-0.1
CC(=O)c1sc(NC(=O)c2ccccc2F)nc1-c1ccccc1	-73	-25	-2	·	·	·	·	0.0
CC(C)C[C@@H]1COc2cc(N3CCSCC3)ccc2S(=O)(=O)N1	-6	-8	-10	·	·	-5	0.0	0.1
Cc1cccc(OCC(=O)NC2CCCc3ccccc32)c1C (stereo not given)	14	-9	2	·	1	-6	·	0.0
O=C1CC[C@@H]2c3[nH]c4ccc(Br)cc4c3CCN12	3	-7	11	-4	·	·	·	·
Cc1cc2c(nn1)CCc1c-2no[n+]1[O-]	9	-2	6	-7	·	4	-0.2	0.0
CCC(=O)NCCc1nc2cc(NC(=O)c3ccc(Cl)cc3)ccc2n1C	-55	2	-5	0	30	3	·	0.2
CN1C(=O)c2cc(NC(=O)c3cccc(F)c3)ccc2OC[C@H]2O[C@@H](CC(=O)NCC3CCCCC3)CC[C@H]21	13&11	4	-4	6&0	-1&6	2&-5	-0.1&0.0	0.3&0.0
Cc1ccc(S(=O)(=O)Nc2ccc3c(c2)C(=O)N([C@@H](C)CO)C[C@H](C)[C@H](CN(C)S(=O)(=O)c2cccs2)OCCCC[C@@H](C)O3)cc1	7	-30	-20	1	-2	-3	-0.2	0.0
COc1cc(/C=N/NC(=O)C(=O)N2CCCCCC2)ccc1O	·	2	-2	8	0	·	-0.5	0.1
CCOC(=O)c1sc2ncn(CC(=O)Nc3cc(C)on3)c(=O)c2c1C	-2	-20	-5	-7	-4	-8	·	-0.5
OC1(CC#CCN2CCCCC2)c2ccccc2-c2ccccc21	-2	-3	-11	·	·	14	·	0.3
CCOc1ccc(OCC(=O)N(CCC2=CCCCC2)c2c(N)n(Cc3ccccc3)c(=O)[nH]c2=O)cc1	39	-3	8	1	-13	-5	0.0	0.0

Compound activity deposited in PubChem by Broad Institute.
